# Compound activity (PubChem BioAssay)
# MLLE-PAM2 inh: blocks PAM2 peptide binding to the PABP1 MLLE domain; P11940; GST-MLLE / FITC-PAM2 fluorescence polarization; inhibition, % at 20 µM; hit rate 0.36% among 360,000; AID 588489; in the data active = inhibition above about 35%, passing the limit was not always enough;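 also: plate controls were DMSO wells with GST-MLLE for no effect and wells lacking GST-MLLE protein for full effect; some results filed as inactive read as strong as hits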
# TbMetRS inhib: blocks T. brucei methionyl-tRNA synthetase activity; purified T. brucei MetRS, ATP depletion, Kinase-Glo luminescence; hit rate 0.4% among 360,000; inhibition, % at 11.9 µM; AID 624268;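 active = inhibition above a per-plate cutoff of the control wells' mean inhibition plus 3 SD, cut at about 5.5% in these data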;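 also: 0% = DMSO wells median and 100% = median of wells with control inhibitor compound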
#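 assay system = parasite MetRS enzyme | timing = 15 min preincubation, 2 h reaction, all 25 °C | evaluation = percent inhibition relative to median high and low control wells | medium = HEPES buffer containing pyrophosphatase, BSA, spermine, DTT | compound = single dose, 11.9 µM final nominal, 0.9% final DMSO | detection = Kinase-Glo luminescence, ATP depletion format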
# CSN deneddyl inh: inhibitors of human CSN-mediated cullin deneddylation. AID 651999. inhibition, % at 12.5 µM. hit rate 0.38% among 360,000. Q92905. Purified CSN, SCF-Nedd8-OG deneddylation, fluorescence polarization;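 active = pattern-corrected inhibition above about 35%, with an unprinted fluorescence ratio check between 0.5 and 1.5, limit read from the data, passing the limit was not always enough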;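 also: 0% = enzyme with substrate and 100% = substrate without enzyme; some results filed as inactive read as strong as hits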
# Target sequence (Q92905 whole entry, looked up, one chain of several): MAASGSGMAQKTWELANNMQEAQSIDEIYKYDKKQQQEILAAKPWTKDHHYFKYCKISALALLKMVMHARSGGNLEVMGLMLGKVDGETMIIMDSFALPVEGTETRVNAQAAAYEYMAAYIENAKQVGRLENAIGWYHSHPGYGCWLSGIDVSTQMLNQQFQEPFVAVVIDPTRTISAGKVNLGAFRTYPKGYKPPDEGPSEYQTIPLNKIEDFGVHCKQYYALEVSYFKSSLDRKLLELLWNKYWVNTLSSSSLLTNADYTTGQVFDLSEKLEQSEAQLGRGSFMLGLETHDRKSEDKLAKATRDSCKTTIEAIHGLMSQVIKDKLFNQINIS
#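 Assay system: purified human Csn5 enzyme expressed in HEK293T cells; Input: 0.24 nM Csn5 enzyme, final concentration; Reagent: 10 nM SCFSkp2-Nedd8OG; Compound dosing: 12.5 µM single point; Times: reaction 90 min, room temperature; Technique: fluorescence polarization readout.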
# LMPTP inh: LMPTP (human) inhibition. P24666. hit rate 0.22% among 360,000. recombinant LMPTP-A, OMFP fluorogenic substrate, fluorescence intensity. inhibition, % at 20 µM. AID 651560;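 active = compounds that cut the enzyme signal by at least half of the control window in the single-dose screen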;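 also: plate controls were DMSO wells with enzyme plus substrate for no effect and substrate without enzyme for full effect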
#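 Assay system: LMPTP-A, protein tyrosine phosphatase of low molecular weight / Medium: pH 6.0 Bis-Tris buffer with DTT and Triton X-100 / Schedule: 50 min enzyme reaction at room temperature, protected from light / Measured by: endpoint fluorescence intensity from OMFP dephosphorylation / Read-out basis: % inhibition relative to no-enzyme and uninhibited control wells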
# DNMT1 inh: DNMT1 (human) enzyme inhibition | inhibition (reported as % activation of signal), % at 10 µM | hit rate 0.83% among 360,000 | P26358 | DNMT1 molecular beacon, Hinp1I cleavage, fluorescence | AID 588458; in the data active = inhibition above about 50%
# Rpn11 block: inhibitors of human proteasome Rpn11; O00487; human 26S proteasome, Ub4-pepOG fluorescence polarization; 20S core pre-blocked with epoxomicin; calls only at 20 µM; hit rate 0.59% among 360,000;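 active = inhibition at 20 µM, scaled to each plate's controls, above about 33%, limit read from the data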
# Scp1 inh: blocks human Scp-1 phosphatase activity; Q9GZU7; Recombinant Scp1, phosphopeptide, malachite green phosphate absorbance; inhibition, % at 20 µM; hit rate 0.88% among 340,000; AID 493091;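 active = inhibition above about 50% at 20 µM, limit read from the data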;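 also: plate controls were DMSO wells with enzyme for no effect and wells lacking enzyme for full effect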
#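 Test system: SCP-1 phosphatase catalytic domain, residues 76-261; measured by: colorimetric phosphate reagent with accelerator and stabiliser, absorbance at 630 nm; timing: enzyme reaction 45 min at room temperature, colour 5 min, stabilisation 30 min; also added: Phosphorylated 17-residue peptide substrate; compound dosing: one concentration, 20 µM, with 1.0% DMSO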
# NadD block: NadD (S. aureus) enzyme inhibition; hit rate 0.78% among 360,000; inhibition, % at 20 µM; AID 602399; purified NadD enzyme, colorimetric absorbance read-out; in the data active = inhibition above about 26%; also: some compounds past the cut are filed as inactive
# STEP inh: STEP (human) phosphatase inhibition. inhibition, % at 20 µM. recombinant STEP, OMFP fluorogenic substrate, fluorescence. P54829. hit rate 0.25% among 360,000;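 active = inhibition at 20 µM, scaled per plate between control wells, above about 37%, limit read from the data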;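 also: 0% = DMSO with enzyme and substrate and 100% = substrate only without enzyme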
# Target sequence (P54829 whole entry, looked up): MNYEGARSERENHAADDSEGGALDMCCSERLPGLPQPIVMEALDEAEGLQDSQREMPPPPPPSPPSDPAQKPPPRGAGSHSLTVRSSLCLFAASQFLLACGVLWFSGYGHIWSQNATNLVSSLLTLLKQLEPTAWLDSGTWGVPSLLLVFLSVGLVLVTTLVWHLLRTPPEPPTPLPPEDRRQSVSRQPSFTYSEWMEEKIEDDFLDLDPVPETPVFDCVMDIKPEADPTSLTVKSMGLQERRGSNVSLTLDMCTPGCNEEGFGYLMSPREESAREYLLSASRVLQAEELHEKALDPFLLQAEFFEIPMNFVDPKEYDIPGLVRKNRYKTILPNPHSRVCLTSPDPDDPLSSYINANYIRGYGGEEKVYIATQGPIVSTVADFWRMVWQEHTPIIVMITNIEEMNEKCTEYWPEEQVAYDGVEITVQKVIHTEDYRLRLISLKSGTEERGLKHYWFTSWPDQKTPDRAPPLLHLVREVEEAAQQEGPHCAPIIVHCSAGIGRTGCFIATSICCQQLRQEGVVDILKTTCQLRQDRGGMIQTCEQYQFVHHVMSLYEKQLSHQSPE
#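 Assay system: isolated STEP enzyme / Timing: 20 min at room temperature, dark / Doses: 20 µM, 1% DMSO / Technique: fluorescence intensity, excitation 480 nm, emission 540 nm / Reagent: fluorogenic phosphatase substrate OMFP at 25 µM final / Measure: percent inhibition scaled to no-enzyme and uninhibited-enzyme controls, plate-pattern corrected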
# SUMO1 PPI mod: modulators of human SUMO1-mediated protein-protein interactions | P63165 | inhibition, % at 20 µM | SUMO1 binding to a labelled peptide, TR-FRET, 1 h | hit rate 0.33% among 360,000; in the data active = inhibition above about 37%
# Target sequence (P63165 whole entry, looked up): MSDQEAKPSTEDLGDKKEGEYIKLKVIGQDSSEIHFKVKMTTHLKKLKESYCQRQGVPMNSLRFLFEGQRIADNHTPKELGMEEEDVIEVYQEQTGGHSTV
# The depositor's hits bear a star; i = inactive; x = no result given.
smiles,Scp1 inh,MLLE-PAM2 inh,STEP inh,NadD block,Rpn11 block,TbMetRS inhib,SUMO1 PPI mod,CSN deneddyl inh,LMPTP inh,DNMT1 inh
CCN(CC(=O)Nc1c(F)cccc1F)C(=O)c1ccc(N2CCCC2=O)cc1,-7,9,-3,-14,i,0.1,-2,-2,-0.8,0
C=CCNC(=S)N/N=C/c1ccc(-c2cccc([N+](=O)[O-])c2)o1,-8,-19,0,2,i,-0.2,-1,-1,-0.1,10
COc1c(O)cccc1/C=N/NC(=O)Cn1ccnc1C,-8,4,-5,-1,i,-0.4,-2,4,5.7,6
O=S(=O)(CCN1CCCCC1)Oc1ccc(Cl)cc1Cl,-4,-7,-1,-2,i,1.4,6,2,-1.7,-1
S=C(NCCc1ccccc1)Nc1ccccc1,3,-38,0,-3,i,-0.1,-1,1,0.2,0
CC(=O)c1ccccc1C(=O)N1CCCC(CCC(=O)N2CCN(c3ccccn3)CC2)C1 (centres undefined),-2,-1,-1,-3,i,-0.8,1,-1,-0.9,3
Cc1cccc(-c2nnn3c2nc(NCCc2ccc(S(N)(=O)=O)cc2)c2ccccc23)c1,3,-5,0,34*,i,-1.1,-17,23,40,42
CCOC(=O)c1c(NC(=O)CN(C)C)sc(C(=O)N(CC)CC)c1C,5,-7,0,2,i,0.0,1,-6,-0.5,0
CCC(=O)Nc1ccc(CCC(=O)N2CCCC2)cc1,-6,-5,-1,-2,i,-1.4,2,3,-2.0,-4
Cc1cc(Nc2nnnn2-c2ccccc2)n(-c2ccc(Cl)cc2)n1,-8,16,-3,0,i,-1.1,3,1,-1.1,-3
COc1ccc(NS(=O)(=O)c2ccc3c(c2)[C@H]2C=CC[C@H]2[C@@H](c2ccc(C(=O)O)cc2)N3)cc1,14,-45,3,30*,i,0.6,53*,30,4.4,87*
CC(C)n1nnnc1-c1ccc(Cl)cc1,-5,-4,0,2,i,-0.5,-2,-15,-0.7,3
O=C(Nc1cc(Cl)cc(Cl)c1)C1C2C=CC3(O2)C1C(=O)N(CCCN1CCOCC1)C3C(=O)NC1CCCCC1 (centres undefined),-3,4,-1,-6,i,-0.8,6,2,-2.6,0
CC(=O)Nc1ccc(NC(=O)C(C)OC(=O)CC2CCCCC2)cc1 (centres undefined),-2,-6,-3,-2,i,-0.4,3,4,-1.4,0
Cc1cc(C)nc(NS(=O)(=O)c2ccc(NC(=O)c3ccccc3C)cc2)n1,-5,-8,0,-5,i,-0.8,23,0,-1.4,3
CCc1nnc(NC(=O)CS(=O)(=O)c2ccccc2)s1,-5,-6,-2,-3,i,-0.5,-1,0,-2.3,-2
O=C(NC(=S)Nc1ccc(N2CCCCC2)cc1)c1ccc2c(c1)OCCO2,-4,26,3,-2,i,0.3,-3,-15,2.7,-2
O=C(NCc1ccccc1)c1cccc(COc2ccc3c(c2)CCC3)c1,-15,11,3,7,i,-0.7,-3,2,4.5,0
Cc1ccccc1C(=O)NNC(=O)c1cc(N)cc([N+](=O)[O-])c1,0,15,0,14,i,-0.5,-12,-8,-1.1,8
COc1ccc2c(c1[N+](=O)[O-])CCC/C2=N/OC(=O)c1ccccc1SC,-10,12,-3,8,i,-0.9,4,1,1.2,-3
CCOC(=O)N1CCN(C(=O)c2ccc3c(c2)N(Cc2ccc(F)cc2)CCS3)CC1,-19,2,0,6,i,-0.5,0,0,2.5,3
Cc1ccc(NC(=O)C2(C)CCN2C(=O)Cc2ccc(C(C)(C)C)cc2)cc1C (centres undefined),x,-3,-1,-3,i,-0.2,5,2,2.5,-14
COc1ccc(C2c3c(-c4ccccc4O)n[nH]c3C(=O)N2Cc2ccco2)cc1OC (centres undefined),-9,-10,2,6,i,-0.2,-2,2,0.9,-3
Cc1ccc(NC(=S)N/N=C2/CCCCc3ccccc32)cc1,-11,42*,3,2,i,0.1,1,-9,3.4,-7
COc1cccc(NC(=O)n2ncc3c(C)cccc32)c1,-10,-3,-1,-6,i,-1.4,5,3,-0.2,-3

# More results follow:
smiles,Scp1 inh,MLLE-PAM2 inh,STEP inh,NadD block,Rpn11 block,TbMetRS inhib,SUMO1 PPI mod,CSN deneddyl inh,LMPTP inh,DNMT1 inh
Cc1nc(N2CCN(C(=O)c3ccco3)CC2)c2c3c(sc2n1)CC(C)CC3 (centres undefined),2,4,5,10,i,0.0,0,13,2.8,-2
CCc1cccc(Nc2cnn(C34C[C@@H]5C[C@@H](CC(CC(=O)O)(C5)C3)C4)c(=O)c2Cl)c1,7,-2,1,5,i,-1.4,-3,1,-1.2,-3
Cc1ccc(S(=O)(=O)N2CCN(C(=O)COC(=O)c3cc(C)oc3C)CC2)cc1,-11,-6,0,9,i,-0.3,0,6,0.3,-1
CC(=O)N(CC(=O)O)c1ccccc1,-5,1,3,0,i,-0.2,4,1,-1.1,0
O=C(CCCn1c(=O)[nH]c2ccsc2c1=O)NCc1cccs1,-5,7,0,0,i,-0.5,4,-5,0.8,8
Cc1cc(C)n2nc(C(=O)N/N=C/c3ccco3)nc2n1,-8,10,1,0,i,0.1,-22,-4,-1.2,6
COc1ccc2[nH]c3c(c2c1)CCN1C(=O)N([C@@H](C)C(=O)NCCc2ccc(OC)c(OC)c2)C(=O)[C@]31C,4,-13,3,-2,i,-0.1,-1,6,-1.3,-14
COc1ccccc1NC(=O)Cn1c(=O)oc2cc(S(=O)(=O)N3CCCC3)ccc21,-12,9,-4,-2,i,0.2,2,0,-0.9,2
COc1ccc(C(=O)N2CCN(C(=O)c3ccncc3)CC2)cc1,-14,-2,1,-2,i,0.0,2,-3,-1.0,0
Cc1nn(C2CC(O)C(O)C(CO)O2)c(=O)[nH]c1=O (centres undefined),4,-1,0,5,i,-0.3,2,-1,-0.6,4
Cc1csc(NC(CO)c2nc3ccccc3n2CCOCCO)n1 (centres undefined),-3,9,1,3,i,-0.3,1,-1,-0.4,4
C=CCn1c(-c2cccc3ccccc23)n[nH]c1=S,0,-5,2,8,i,-0.4,-4,-2,-0.4,0
O=C(NCC(=O)N1CCC2(CC1)NCCc1[nH]cnc12)c1ccccc1F,-5,-15,10,-4,i,-0.1,-1,0,-2.4,0
O=C(COC(=O)CNC(=O)c1ccc(Cl)cc1)Nc1ccc2c(c1)OCCO2,-14,-12,0,-3,i,0.8,3,1,1.3,-1
COc1ccc(CCNC(=O)Cn2nnc(-c3cccc(OC)c3OC)n2)cc1OC,-2,5,0,8,i,-0.3,1,-4,-0.1,-4
CCOC(=O)N(C)[C@H]1C[C@H]2c3[nH]c4ccccc4c3CCN2C[C@H]1[C@H](C)O,x,19,0,2,i,0.3,-24,-7,2.5,3
COc1ccc(C2=NS(=O)(=O)N(C)C(C(=O)N3CCOCC3)=C2)cc1,-8,6,3,0,i,0.1,-15,7,0.0,-7
CCOC(=O)Cc1csc(NC(=O)CN2C(=O)c3ccccc3C2=O)n1,0,-3,-5,3,i,0.1,-1,3,-1.7,0
O=C(Nc1ccc(SC(F)(F)F)cc1)c1ccccn1,-2,3,0,-7,i,0.0,-2,3,1.9,-6
CCNc1nc(Oc2ccc(C(=O)OCC)cc2)nc(SC)n1,-4,1,0,1,i,-0.4,4,-1,-0.2,1
O=S(=O)(/C=C/c1ccccc1)NCc1ccccc1Cl,-6,2,0,-3,i,-0.2,-4,-5,1.8,-2
O=C(Nc1cccc2ccccc12)N1CCOCC1,1,6,-1,-2,i,1.6,-2,2,-0.5,1
CC(=O)Oc1ccccc1-c1nc(/C=C/c2ccccc2)no1,-18,-2,2,-6,i,-1.3,-8,2,-1.5,9
Cc1ccccc1C(=O)Nc1ccc(CN2CCOCC2)cc1,4,14,-3,-5,i,-1.2,9,4,-2.5,7
CCN1CCCC1CNCc1cccc(OC)c1OCc1ccccc1F (centres undefined),-2,-6,-3,-4,i,-0.4,0,1,-2.5,1

# Following part.
smiles,Scp1 inh,MLLE-PAM2 inh,STEP inh,NadD block,Rpn11 block,TbMetRS inhib,SUMO1 PPI mod,CSN deneddyl inh,LMPTP inh,DNMT1 inh
Cc1cc(NC(=O)CCC(=O)N(CC(=O)NC2CCCC2)c2ccc(F)cc2)no1,-5,3,-2,-15,i,-0.6,-3,3,-0.9,4
CC1=C(C(=O)Nc2cc(C)ccn2)C(c2ccc(C)cc2)C2=C(CCCC2=O)N1 (centres undefined),-2,1,1,1,i,0.0,-2,1,-1.5,-2
O=C(Nc1ccc(F)cc1F)C1(c2cccs2)CCOCC1,-12,9,-3,3,i,-0.2,3,3,-1.3,-5
CCCNc1nc2c(c(=O)n(C)c(=O)n2C)n1CCC(C)C,-2,-5,-6,-5,i,-0.7,1,-2,-1.0,2
CC(=O)N1CCC(O)(c2cccc(C(F)(F)F)c2)CC1,-3,12,0,3,i,-0.5,-1,5,-1.0,7
CCOC(=O)c1cnc2ccccc2c1Nc1cccc(C(=O)O)c1,-11,12,0,1,i,0.8,-11,0,2.0,2
COc1ccc(-c2nn(-c3ccccc3)cc2C(=O)Nc2ccc(C(=O)O)cc2)cc1,9,0,-3,-2,i,-0.3,-3,2,-1.0,-1
COC(=O)NNC(=O)c1ccc(Cl)cc1Cl,-10,-10,23,0,i,-0.5,1,-6,-0.9,4
COc1ccc(NC(=O)CC2SC3=NCCN3C2=O)cc1 (centres undefined),-3,23,-2,0,i,0.5,1,0,0.3,1
COc1ccc(CC(=O)Nc2cccc(C)n2)cc1OC,-7,-5,2,1,i,-0.3,1,-2,0.0,1
COc1cc(Cl)c(C)cc1NC(=O)COc1ccccc1[N+](=O)[O-],-5,-4,-2,7,i,-0.3,-4,-3,0.8,16
CCOC(=O)[C@]12CCC=C1N(Cc1ccco1)C(=O)[C@H](CC(=O)NCCCCc1ccccc1)C2,x,x,x,10,x,-1.0,7,5,-0.4,x
CCOC(=O)CSc1nnc(NC(=O)NC(C)C)s1,-6,10,-2,6,i,-0.4,-1,6,-2.4,-1
FC(F)(F)c1ccc(-c2nc(=S)[nH][nH]2)cc1,-8,18,-2,7,i,-0.8,3,-1,-0.1,-4
